Pf Dd2 inh: Plasmodium falciparum Dd2 growth inhibition; P. falciparum Dd2 growth, SYBR Green, 72 h; Potency, µM (top dose mostly 28.9 µM), inactives show at the top dose activity, negative = inhibition, hits mostly inhibitors; 4.3% of 120,000 active; active means well fitted inhibition curve with a large enough effect; inconclusive means small, poorly fitted or top-dose-only effect; inactive means no such curve, though single readings can be large or run the other way;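 further: plate controls were DMSO vehicle for no effect and reference drug for full effect; nearly all actives have a fitted effect of over 65% in size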
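Readout: SYBR Green fluorescence, 485 nm excitation, 535 nm emission, after ~16 h lysis at 37C. Before that, Dd2-infected red cells (2.5% hematocrit) grew 72 h with compound, 29 uM top final concentration.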
The depositor's hits bear a star; i = inactive; ? = inconclusive; & = joins results of further samples; [ ] = remark or other dose. Potency means the concentration at half of the fitted maximal effect.

canonical_smiles | Pf Dd2 inh
O=C(NC1CCc2nn(CC3CC3)c(=O)n2CC1)c1n[nH]c2ccccc12 (stereo unspecified) | 1%
CCOc1ccccc1N(C)C(=O)Cn1nc(Cc2cccnc2)c2ccccc2c1=O | ?
Cc1cccc(-n2ncc3c(NC4CCCC4)ncnc32)c1 | i
Cc1ccc(C)c(CSc2nc3c([nH]c4ccccc43)c(=O)n2C)c1 | 22%
O=C(NC[C@H]1OC[C@@H](NC2CCOCC2)[C@@H]1O)N1CCOCC1 | 15%[44.1 µM]
CCN(CC)C(=O)N1C[C@@H](Oc2cccnc2)C[C@@H]1C(=O)N1CCOCC1 | -1%
COc1ccc(C(=O)N2CCC3(CC2)C(=NC2CCCCC2)NC(=O)N3c2cccc(OC)c2)cc1 | ?
Cc1ccc(CNC(=O)c2cc(S(=O)(=O)N3CCCCC3)cn2C)cc1 | -21%
CC(=O)N1CCCC(c2nc(-c3cccnc3)no2)CCNC(=O)CC1 (stereo unspecified) | 19%
Cc1cccc(N2CCN(C(=O)c3cn(C4CCCCC4)c(=O)c4c3c3ccccc3n4C)CC2)c1C | ?
C=C(C)Cn1c(=O)c2c(nc3n2CCN3c2ccc(F)cc2)n(C)c1=O | 7%
Cc1cc(C)n(CCC(=O)N[C@@H]2CN(c3ncccn3)C[C@H]2CO)n1 | 30%[activator]
CNC(=O)CCn1ncc2cc(OCc3ccccc3-c3cnn(C)c3)ccc21 | ?
Cc1noc(-c2cn(C3CCN(C(=O)c4ccc5c(c4)OCO5)CC3)nn2)n1 | -20%
O=C(Nc1nccs1)[C@@H]1C[C@@H](c2ccc(F)cc2)N([S+](=O)([O-])c2ccccc2)C1 | -9%[44.1 µM]
Clc1ccccc1CNc1ncnc2c1nc1n2CCCC1 | i
COc1ccc(-c2noc([C@@H]3C[C@H](NC(=O)COCC(=O)O)CN3C)n2)cc1 | -18%[44.1 µM]
O=C(NCc1ccccc1)N[C@H]1CO[C@H]2[C@@H]1OC[C@H]2OC(=O)Nc1cccc(C(F)(F)F)c1 | 7%
CCCOc1cccc(C(=O)N2CCCCC2CCN2CCCCC2)c1 (stereo unspecified) | ?
CCCS(=O)(=O)N1CC(=O)N(c2ccc(Cl)cc2C)C(C)(C(=O)NC2CCCC2)C1 (stereo unspecified) | 80%[activator]
COc1ccc(CNC(=O)C2CCN(c3nnc(-n4c(C)ccc4C)s3)CC2)c(OC)c1 | ?
c1cn(-c2ccc(Oc3nn[nH]n3)cc2)c(-c2cc3n(n2)CCCNC3)n1 | -1%
O=C([C@@H]1C[C@@H](O)[C@H](O)[C@@H]2NC(=S)N(c3ccc(Cl)cc3)[C@@H]21)N1CCCCC1 | i
O=C(C1CCC1)N1CCCC(Cc2nncn2CC2CC2)C1 (stereo unspecified) | 1%
COc1cc2c(cc1OCc1ccccc1)N(C(=O)c1cccc3[nH]ccc13)CC21CCN(C)CC1 | ?
CN(C)c1cc(N2CCCC(NS(C)(=O)=O)C2)ncn1 (stereo unspecified) | 42%[activator][5.79 µM]
CCc1ccc(C(=O)N2CCC(Cc3nc(-c4cccc(OC)c4)no3)CC2)cc1 | ?
Cc1ccccc1Nc1ncnc2c1c(-c1ccccc1)cn2-c1ccc(F)cc1 | i
O=C1CC(c2noc(-c3cccc(F)c3)n2)CN1c1ccc(Cl)cc1 (stereo unspecified) | 36%[activator]
CCSc1nc2c([nH]c3ccccc32)c(=O)n1-c1cccc(OC)c1 | ?
CCOC(=O)C1CCN(C(=O)c2nn(-c3ccc(C)cc3)c(=O)c3c2c2ccccc2n3C)CC1 | i
COc1ccc([N+](=O)[O-])c(N2CC3CCC(C2)N3CC(F)(F)F)n1 | -1%
COc1ccc(CC(=O)NC2CC(=O)N(c3cccc(F)c3)C2)cc1OC (stereo unspecified) | i
Cc1noc2c(NC(C)C)cc(-c3ccccc3)nc12 | -15%[44.1 µM]
COc1ccccc1NC(=O)CN1C(=O)CSc2ccc(S(=O)(=O)N3CCCC3)cc21 | -16%
Cc1ccc(-c2nc3sc(CCNS(=O)(=O)c4cc(F)ccc4F)c(C)n3n2)cc1 | 9%
CCOc1ccc(NC(=O)c2cnn3c2NC(c2cccc(OC)c2)=CC3c2ccccc2)cc1 (stereo unspecified) | 1.4µM*
CCC(=O)N(C1CCOCC1)C1CCN(Cc2ccc(OC)cc2OC)CC1 | ?
Cc1nc(CC2CCN(C(=O)c3ccccc3)CC2)n[nH]1 | 25%
COCCNC(=O)CCc1ccc2c(c1)CN(C(=O)NC(C)C)CCO2 | 30%[activator]
Cc1ccc(C(=O)NCCn2ccn3nc(-c4ccc(F)cc4)cc3c2=O)cc1F | i
CCCNC(=O)c1ccc2c(c1)N=C(C)c1c(C)ccc(C)c1S2 | ?
CC(=O)N1CCn2c(nn(-c3ccncc3)c2=O)C1 | 5%[44.1 µM]
COc1ccccc1CNC(=O)C(C)n1c(=O)cc(-c2ccccc2)c2c(C)nn(C)c21 (stereo unspecified) | -30%
Fc1ccccc1-c1ccc(CNCc2ccco2)o1 | -22%
CC(=O)N1CCC(N2CCOc3ccc(C(=O)NCc4ccccc4F)cc3C2)CC1 | -14%
CC(=O)N1C[C@@H](Oc2ccccc2)C[C@@H]1C(=O)N1CCOCC1 | 34%[activator]
CCCCn1cc(S(=O)(=O)c2ccc(C)c(C)c2)c(=O)c2cc(F)c(N(CC)CC)cc21 | 13µM*
O=C(NCCc1ccc(Cl)cc1)C1CCc2nnc(C3CCN(C(=O)Nc4ccc(Cl)cc4)CC3)n21 (stereo unspecified) | -30%
Cc1ccc2nc(COc3cccc(NC(=O)COc4ccc(F)cc4)c3)cc(=O)n2c1 | -3%
O=C(O)CCCC(=O)N[C@H]1CO[C@H]2[C@@H]1OC[C@@H]2Nc1nccc(-c2ccc3c(c2)OCO3)n1 | -25%
CC(C)C(=O)N1Cc2ccccc2CC2(CCN(Cc3ccc(O)cc3)CC2)C1 | ?
Cc1ccccc1NC(=O)Cn1c(=O)n(-c2ccccc2)c(=O)c2c1cc(C)n2C | ?
CCCCNC(=O)CCn1c(=O)c2ccccc2n(Cc2ccccc2C#N)c1=O | -9%
Cc1ccc(NC(=O)C(=O)NCc2ccco2)cc1 | i
CCn1cc(CN2CCCC23CCN(c2cc(C)nc4ccccc24)CC3)c(C)n1 | 2µM*

The list goes on:
canonical_smiles | Pf Dd2 inh
COc1cccc(-c2cc(C3CCN(C(=O)c4ccccc4Br)CC3)[nH]n2)c1 | -14%
N#Cc1ccc(OC(=O)c2cc(-c3ccc4c(c3)OCCO4)on2)cc1 | 37%[activator]
Cc1ccc(-c2nc3nc(C)cc(Nc4ccccc4O)n3n2)cc1 | ?
CCC(C)NC(=O)Cc1csc2nc(C)c(-c3cc(C)n(-c4cc(Cl)ccc4C)n3)c(=O)n12 (stereo unspecified) | -13%
CCOC(=O)c1noc2ncnc(Nc3cc(Cl)c(OC)cc3OC)c12 | 18%
CN1Cc2ccccc2-n2ccnc2C12CCN(C(=O)c1cc(F)cc(F)c1)CC2 | 24%[5.79 µM]
COc1ccc(NC(=O)c2ccco2)cc1NC(=O)COc1cccc(C)c1C | ?
Cn1nc(-c2ccc3ccccc3c2)cc1[C@H]1CN2CC[C@H]1C[C@@H]2CNC(=O)Nc1cccc(C#N)c1 | -9%

Among those listed so far, 7 contain an NH in an aromatic ring.
canonical_smiles | Pf Dd2 inh
O=C(NC1CCc2nn(CC3CC3)c(=O)n2CC1)c1n[nH]c2ccccc12 (stereo unspecified) | 1%
Cc1ccc(C)c(CSc2nc3c([nH]c4ccccc43)c(=O)n2C)c1 | 22%
c1cn(-c2ccc(Oc3nn[nH]n3)cc2)c(-c2cc3n(n2)CCCNC3)n1 | -1%
COc1cc2c(cc1OCc1ccccc1)N(C(=O)c1cccc3[nH]ccc13)CC21CCN(C)CC1 | ?
CCSc1nc2c([nH]c3ccccc32)c(=O)n1-c1cccc(OC)c1 | ?
Cc1nc(CC2CCN(C(=O)c3ccccc3)CC2)n[nH]1 | 25%
COc1cccc(-c2cc(C3CCN(C(=O)c4ccccc4Br)CC3)[nH]n2)c1 | -14%

(next part)
canonical_smiles | Pf Dd2 inh
O=C1CC2CCN([S+](=O)([O-])c3ccccc3)CC2CCN1 (stereo unspecified) | 18%
COC1CCCN(c2ncc(C(C)(C)C(=O)O)c(N3CCOCC3)n2)C1 (stereo unspecified) | 14%
c1ccc([C@@H]2CN(Cc3ccncc3)C[C@H]2COc2ccncc2)nc1 | ?
CCOc1ccc(NC(=O)c2ncoc2-c2ccco2)cc1 | 33%[activator]
O=C1NCc2ccccc2CC12CCN(CC1CC=CCC1)C2 (stereo unspecified) | -14%
Cc1[nH]c2ccc(C(=O)N3CCN(c4ccccc4F)CC3)cc2c1C | -5%
COC1CCN(CC2CCCCCN2C(=O)NCc2ccc(F)cc2)CC1 (stereo unspecified) | i
COCc1cc(CNC(=O)CC2C(=O)NCCN2Cc2ccccc2)[nH]n1 (stereo unspecified) | -15%
COc1ccc(C)cc1S(=O)(=O)N1CCN(c2cccc(Cl)c2)CC1 | 0%
CCc1ccc(CN2CCC([C@@H]3CNC[C@H]3CO)CC2)cc1 | 41%
CCC1=Nc2cc(C(=O)NC3CCCC3)ccc2Sc2ccc(Br)cc21 | ?
Cc1cc2ncc(C(=O)N(C)Cc3cccnc3)cn2n1 | 5%[44.1 µM]
CC1(C)CC2CC(C)(CN2C(=O)CCC2(Cc3ccco3)CCC(=O)N2)C1 (stereo unspecified) | 3%
C#CCN(C)C(=O)c1c(-c2ccc(OC)cc2)noc1[C@H](C)O | 10%[44.1 µM]
Cc1nnc(N2CCN(c3ccccc3)CC2)c2c1nnn2Cc1ccc(F)cc1 | -9%
O=C(c1ccccc1OCC1CCCNC1)N1CCCCC1 (stereo unspecified) | -6%
O=c1[nH]nc2n1CCC(NS(=O)(=O)c1ccc3c(c1)CCC3)CC2 (stereo unspecified) | -9%
COc1ccc(Cl)cc1NC(=O)CSC1=Nc2ccccc2C2=NC(CC(=O)NCc3ccc4c(c3)OCO4)C(=O)N12 (stereo unspecified) | ?
O=C(Nc1nnc(S(=O)(=O)N2CCOCC2)s1)c1cccc(F)c1 | -26%
CCS(=O)(=O)c1ncc(N(Cc2ccco2)Cc2sccc2C)c(C(=O)Nc2cc(C)ccc2C)n1 | 5.6µM*
Cc1ccc(C)c(-c2[nH]c3c(c2-c2c(-n4cccc4)n(C)c(=O)n(C)c2=O)c(=O)n(C)c(=O)n3C)c1 | -3%
Cc1cccc(CN2C[C@]34C=C[C@H](O3)C(C(=O)N(C)Cc3nnc(C)o3)C4C2=O)c1 (stereo partly specified) | 12%
COc1ccc(CCNC(=O)CC(c2cccc(F)c2)c2cn(C)c3ccccc23)cc1OC (stereo unspecified) | ?
Cc1ccccc1C(=O)Nc1ccnn1C1CCN(C(=O)C2(N)CCC2)CC1 | 12%
COc1ccccc1Cn1cc(C(=O)c2ccc(F)cc2)c(=O)c2cc3c(cc21)OCO3 | 5%
c1ccc(-c2nc3ncccc3[nH]2)nc1 | 19%&93%[44.1 µM]
CCCn1ccc2sc(C)c(C(=O)NCc3cc(F)ccc3F)c2c1=O | -5%
CN(C)c1nc2c(c(=O)[nH]1)CCN(Cc1cccc(Br)c1)CC2 | -7%[5.79 µM]
COc1ccc(-c2noc(-c3nc(-c4ccc5c(c4)OCO5)no3)n2)c(OC)c1 | -1%
COc1ccc(NC(=O)O[C@@H]2C=C[C@H](c3c(C)nn(-c4ccc(C)c(Cl)c4)c3C)C2)cc1 | i
O=C(CN1CC2CC(C1)[C@H]1CCCC(=O)N1C2)NCc1ccc(F)cc1 (stereo partly specified) | -2%
CCOC1CCOC2(CCN(C(=O)c3ccco3)CC2)C1 (stereo unspecified) | 26%
CCOc1ccc(NC(=O)N(Cc2c[nH]c3ccccc23)C2CCCCCC2)cc1 | ?
Cc1nnc2ccc(N3CCCC3)nn12 | 2%
O=S(=O)(c1cccc(F)c1)N1CCC(n2cnnc2C2CC2)CC1 | -9%
COCCC(=O)NC1CCN(c2cnn(Cc3ccccc3)c(=O)c2)CC1 | -3%
Cc1ccc(S(=O)(=O)Cc2nc(-c3ccc(C(=O)NCc4ccccc4C)cc3)oc2C)cc1 | -9%
Cc1noc([C@@H]2CN(C3CCN(Cc4ccccc4)CC3)C[C@H]2CO)n1 | -10%
Cc1ccc(CNC(=O)c2nc(SCc3ccccc3C)ncc2Cl)cc1 | 16%
CCOC(=O)CSc1nnc2n(-c3ccccc3)c(=O)c3c4c(sc3n12)COC(C(C)C)C4 (stereo unspecified) | 6%
CN1c2cc(C(=O)NC3CCCCCC3)ccc2C(=O)N2CCCCC21 (stereo unspecified) | i
COc1cccc(C(=O)Nc2ccccc2-c2nnc(-c3cc(OC)ccc3Br)o2)c1 | 16%
CCc1noc(C)c1C(=O)N[C@H]1CCOC[C@H]1C1CCOCC1 | -4%
CCOc1ccccc1CNC(=O)c1cc(NC(C)=O)cc2nc(C)ccc12 | ?
CCCC(=O)N1c2nc(-c3ccco3)nn2C2(CCCCC2)[C@@H]2CCCC[C@@H]21 | ?
Cc1ccc(-n2c(=O)[nH]c3cc(C(=O)NCc4ccccc4)ccc3c2=O)cc1 | 52%[activator]
C[C@@H]1CN(C2CCN(C(=O)c3cc[nH]c3)CC2)C[C@H](C)O1 | -7%
Cc1ccc(C)c([S+](=O)([O-])c2nnn3c2nc(NCc2ccncc2)c2ccccc23)c1 | ?
CCc1cccc(NC(=O)Cn2c(=O)n(CCc3ccc(OC)c(OC)c3)c(=O)c3ccccc32)c1 | 14%
Cc1ccc(CNC2(Cc3cc(-c4ccccn4)on3)COC2)o1 | 3%[44.1 µM]
NCCCN1C(=O)CC[C@H]2CN(C(=O)c3ccc4c(c3)CCC4)CC[C@H]21 | -4%

Bioassay records: PubChem, National Center for Advancing Translational Sciences (NCATS)

These rows are one share of the data. The share of hits here may be higher or lower than overall.
